From PubChem BioAssay
NCOA3 inh: inhibits human SRC3 coactivator; Q9Y6Q9; HEK293 GAL4-SRC3 luciferase reporter, luminescence; inhibition, % at 3.6 µM; 360,000 tested, 0.17% active; AID 588352;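 active = inhibition above a per-campaign cutoff, the mean of all compounds plus 3 SD, cut at about 60% in these data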;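 also: 0% = DMSO-treated cells and 100% = gossypol-treated cells at 36 µM; higher means less SRC3-driven luciferase light from the GAL4 reporter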
Target sequence (Q9Y6Q9 whole entry, looked up, the tested form may be a part): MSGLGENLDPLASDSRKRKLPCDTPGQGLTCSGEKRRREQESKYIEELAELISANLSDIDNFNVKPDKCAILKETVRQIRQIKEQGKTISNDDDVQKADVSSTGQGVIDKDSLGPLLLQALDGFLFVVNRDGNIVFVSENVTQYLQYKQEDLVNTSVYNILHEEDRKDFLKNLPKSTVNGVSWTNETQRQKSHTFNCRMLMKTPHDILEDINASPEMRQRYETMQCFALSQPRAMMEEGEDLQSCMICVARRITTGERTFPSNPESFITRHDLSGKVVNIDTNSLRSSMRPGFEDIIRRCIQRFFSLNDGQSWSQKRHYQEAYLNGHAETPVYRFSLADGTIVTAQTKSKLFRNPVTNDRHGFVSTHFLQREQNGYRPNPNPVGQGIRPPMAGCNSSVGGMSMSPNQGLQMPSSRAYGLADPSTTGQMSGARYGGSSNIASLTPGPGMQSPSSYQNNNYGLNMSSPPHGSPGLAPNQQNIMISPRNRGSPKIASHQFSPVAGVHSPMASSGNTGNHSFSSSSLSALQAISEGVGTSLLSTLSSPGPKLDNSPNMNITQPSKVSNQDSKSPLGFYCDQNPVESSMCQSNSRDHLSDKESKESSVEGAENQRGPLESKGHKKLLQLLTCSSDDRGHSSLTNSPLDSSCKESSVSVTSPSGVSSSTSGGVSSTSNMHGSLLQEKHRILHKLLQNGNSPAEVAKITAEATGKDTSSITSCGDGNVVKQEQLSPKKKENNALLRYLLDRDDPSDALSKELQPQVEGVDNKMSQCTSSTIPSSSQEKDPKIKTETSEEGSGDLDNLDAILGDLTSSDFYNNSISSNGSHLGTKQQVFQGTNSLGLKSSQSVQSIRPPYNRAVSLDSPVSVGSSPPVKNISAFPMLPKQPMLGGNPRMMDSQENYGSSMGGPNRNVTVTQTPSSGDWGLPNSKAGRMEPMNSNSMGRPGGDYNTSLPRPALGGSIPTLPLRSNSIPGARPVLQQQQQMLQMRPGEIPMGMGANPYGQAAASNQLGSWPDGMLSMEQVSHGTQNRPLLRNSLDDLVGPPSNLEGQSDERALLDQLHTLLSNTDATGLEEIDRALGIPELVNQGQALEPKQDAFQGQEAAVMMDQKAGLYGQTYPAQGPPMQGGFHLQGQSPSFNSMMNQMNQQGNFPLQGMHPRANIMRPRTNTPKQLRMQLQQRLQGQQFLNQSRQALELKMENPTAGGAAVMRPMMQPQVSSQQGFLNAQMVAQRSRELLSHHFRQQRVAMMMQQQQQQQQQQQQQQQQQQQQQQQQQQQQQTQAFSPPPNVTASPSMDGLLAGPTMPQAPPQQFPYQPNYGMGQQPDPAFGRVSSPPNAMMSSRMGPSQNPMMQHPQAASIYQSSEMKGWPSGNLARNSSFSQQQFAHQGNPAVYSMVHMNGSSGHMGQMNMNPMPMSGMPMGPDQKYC
NR2F2 inh: NR2F2 (human) inhibition, primary screen; P24468; HEK293T NGFI-A luciferase reporter, luminescence; inhibition, % at 8.6 µM; 370,000 tested, 0.7% active; AID 686940;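 active = inhibition above a per-plate cutoff, mean inhibition of test wells between control levels plus 3 SD, cut at about 38% in these data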;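 also: cells cotransfected with COUP-TFII expression vector driving the NGFI-A reporter; 0% = median of COUP-TF2 test wells and 100% = reporter-only cells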
NCOA2 inhibitor: inhibits human steroid receptor coactivator 2; Q15596; HEK293 GAL4-SRC2 luciferase reporter, luminescence; inhibition, % at 9 µM; 370,000 tested, 0.17% active; AID 651957;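 active = inhibition above the mean inhibition of all tested compounds plus 3 SD, set per campaign, cut at about 52% in these data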;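 also: 0% = DMSO treated cells and 100% = cells given Gossypol at 36 µM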
LRH-1 inv ag: inverse agonists of human LRH-1 (NR5A2) | O00482 | HEK293T StAR-luciferase reporter, LRH-1 transfected, 24 h | inhibition, % at 3.6 µM | 360,000 tested, 0.13% active;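 active = inhibition above the mean inhibition of all tested compounds plus 3 SD, cut at about 73% in these data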;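 also: 0% = DMSO wells and 100% = reporter-only cells lacking LRH-1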
TROY NFkB inh: inhibitors of TROY-dependent NF-kB signaling | Q293 LMP1-TROYcd NF-kB luciferase reporter, 4 h | inhibition, % at 10 µM | 360,000 tested, 0.98% active;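 active = compounds whose plate-normalised and pattern-corrected inhibition of the luciferase reporter signal at the single screening dose is 50% or more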
EBV LMP1 NFkB: Epstein-Barr LMP1 NF-kappaB reporter inhibition. LMP1-induced NF-kappaB luciferase reporter cells, luminescence. inhibition, % at 12.5 µM. 350,000 tested, 0.69% active. AID 504558; in the data active = inhibition above about 41%;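 also: 0% = neutral control wells and 100% = reference inhibitor control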
NCOA1 inh: inhibits human SRC1 coactivator | 360,000 tested, 0.12% active | inhibition, % at 3.6 µM | AID 588354 | HEK293 GAL4-SRC1 luciferase reporter, luminescence;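 active = inhibition above the campaign mean plus 3 SD, with each screening campaign given its own cutoff, cut at about 60% in these data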;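 also: 0% = DMSO treated cells and 100% = gossypol at 36 µM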
TRAIL sens C8: caspase-8 TRAIL sensitization; AID 624354; inhibition (viability loss, TRAIL sensitization), % at 10 µM; NB7+C8 cells + TRAIL, ATPlite viability luminescence; 360,000 tested, 1% active;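 active = compounds causing at least 50% loss of cell viability in the single-dose screen, relative to plate controls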
NOD2 RIPK2 PPI: inhibitors of human NOD2-RIPK2 interaction | 360,000 tested, 0.38% active | inhibition, % at 4.98 µM | CHO BLA complementation NOD2-RIPK2, CCF4 ratio; in the data active = inhibition above about 21%;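 also: 0% = vehicle only and 100% = reference blocker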
TWEAK Fn14 block: inhibitors of TWEAK-Fn14 interaction signaling; TWEAK-stimulated Fn14 reporter cells, luciferase luminescence, 8 h; inhibition, % at 10 µM; 360,000 tested, 2% active; in the data active = inhibition above about 50%
TLR9-MyD88 inh: blocks human TLR9 binding to MyD88 | 340,000 tested, 0.21% active | inhibition, % at 4.98 µM | CHO BLA complementation TLR9-MyD88, CCF4 FRET ratio;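 active = inhibition above the mean over all tested compounds plus 3 SD, cut at about 21% in these data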;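 also: 0% = DMSO only wells and 100% = clavulanate BLA inhibitor control wells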
* marks the source's active call; other numbers are inactive results; / = no result given. Only part of the results is shown (hit frequency here may not be typical).

SMILES	NCOA3 inh	NR2F2 inh	NCOA2 inhibitor	LRH-1 inv ag	TROY NFkB inh	EBV LMP1 NFkB	NCOA1 inh	TRAIL sens C8	NOD2 RIPK2 PPI	TWEAK Fn14 block	TLR9-MyD88 inh
CCOC(=O)C1CCN(S(=O)(=O)c2cn(C)c(C)n2)CC1	21	6	17	1	3	-6	12	5	-3	-3	-2
CN(C(=O)COc1ccc(Oc2ccccc2)cc1)C1CCS(=O)(=O)C1 (stereo not drawn)	9	4	3	7	8	-2	0	-19	0	-2	-11
CC(=O)c1cc(CN2C(=O)c3ccccc3C2=O)cs1	-9	14	-24	-7	-11	-1	10	0	-4	15	-3
COc1ccc(NC(=O)COC(=O)CN2C(=O)c3ccccc3C2=O)cc1	4	-32	13	1	-8	-3	-56	13	-2	-11	-1
CC1(NC(=O)CC(c2ccccc2)(c2ccccc2)c2ccccc2)CCN(Cc2ccc(-c3ccccc3)cc2)C1=O (stereo not drawn)	2	-3	-6	-12	1	3	-18	3	-5	26	0
COc1cccc(NC(=S)N(CCCN2CCCC(C)C2)Cc2cccs2)c1 (stereo not drawn)	15	-8	-10	-12	2	2	4	2	-4	-3	-5
CC1=CC(C)(C)n2c(O)c(N=NC(N)=S)c3c(C)c(C)cc1c32	1	12	-1	-5	12	-20	11	-4	-9	-4	-6
CC(C)c1ccc(NC(=O)CCNS(=O)(=O)c2cc(Br)cnc2N)cc1	10	2	13	-13	0	-8	4	-2	-3	28	-4
CCc1ccc(-c2cnc3ccccc3n2)cc1NC(=O)CNC(=O)c1ccccc1	-86	-65	-23	-129	41	-33	-102	-8	-2	15	-5
COC(=O)Cn1c(CN(C)Cc2ccccc2)nc2c1c(=O)n(C)c(=O)n2C	1	4	9	-9	17	-26	-14	-3	3	7	-2
Cc1cc(C(=O)CSc2nc3ccccc3[nH]2)c(C)n1C	-97	-50	-51	-168	-15	-14	-122	9	-6	-10	9
Cc1ccc(Cc2c(-c3cccc(Cl)c3)nc3ccc(Br)cn23)cc1	-69	-28	-66	-86	-36	/	-61	7	-15	-7	/
CCn1c(SCC(=O)NC(=O)NCc2ccco2)nnc1-c1cccs1	-8	7	-13	-9	14	-17	-1	-18	-7	12	-9
CC1(Cc2cc(Cl)ccc2C(F)(F)F)C(=O)Nc2cc(-c3ccccc3Cl)ccc21 (stereo not drawn)	-19	0	18	-1	7	/	15	5	2	6	/
O=C(CSc1nc2ccccc2n1S(=O)(=O)c1cccc([N+](=O)[O-])c1)NCCc1ccccc1	16	6	-8	-4	-10	1	-5	-5	3	2	1
O=C(O)c1ccccc1S(=O)(=O)Cc1ccccc1	1	2	9	5	21	-22	-3	-16	-10	-10	-8
O=C(N[C@@H](CO)C(=O)NCc1ccccc1)c1ccc(C(F)(F)F)cc1	2	0	10	19	7	-7	1	-2	6	0	11
COc1ccc(S(=O)(=O)n2nc(OC(=O)c3ccco3)cc2N)cc1	10	-7	-25	2	13	-1	-16	6	-12	1	-6
Cc1cc(C)n(Cc2ccccc2Cl)n1	2	16	10	3	-5	5	3	-7	-10	1	6
CCOC(=O)N1CCN(C(=O)c2ccccc2NC(=O)COc2ccccc2)CC1	-27	6	2	0	20	5	-7	4	-11	-1	-5
O=S(=O)(c1cccc(Cn2nnc(-c3ccccc3)n2)c1)N1CCOCC1	-14	-3	8	11	4	1	0	12	0	5	-8
O=C(NCc1ccc(N2CCCC2=O)cc1)c1cc(COc2c(F)cccc2F)on1	-14	-1	-12	-13	-7	3	3	21	7	-14	-2
CC(C)(C)c1ccc(-c2nnc(SCC(=O)NC3CCS(=O)(=O)C3)n2N)cc1 (stereo not drawn)	-6	-9	-30	-18	-54	7	-29	15	0	-15	-1
CCCNC(=O)c1ccc(N2CCC3(CC2)CC(c2ccccc2)=NO3)c(NC(=O)c2ccccc2)c1	5	17	18	2	-10	15	10	18	2	24	-7
O=C(COC(=O)c1ccccc1O)NC(=O)NCc1ccccc1	6	-9	-13	-24	-20	-1	-15	-13	-9	-8	-12
CCN(CC)S(=O)(=O)c1ccc(OC)c(NC(=O)CCS(=O)(=O)Cc2ccccc2)c1	-3	5	14	15	0	0	3	-15	0	4	8
O=C1CC(N2CCC(O)(c3ccc(Cl)cc3)CC2)C(=O)N1 (stereo not drawn)	9	-10	-15	-19	13	11	9	-2	5	-12	2
CCOc1ccc(NC(=O)N(C2CCCCC2)C2CCN(C(C)=O)CC2)cc1	2	2	-10	1	2	0	4	2	-4	9	0
O=C(CSc1nc2[nH]ncc2c(=O)[nH]1)Nc1ccccc1F	-9	-12	-12	-11	9	-4	0	-9	-2	5	-10
CC(C)(C)C(=O)NC(=S)Nc1sc2c(c1C#N)CCCCC2	-47	10	0	-8	-21	-43	-42	-2	-1	-25	-16
Cc1ccc(-n2cc(CN3CCN(C(=O)c4ncn[nH]4)CC3)c(-c3ccc(F)cc3)n2)cc1	-6	7	-3	-9	-9	-6	-21	9	15	-23	-3
O=C(CN1C(=O)c2ccccc2C1=O)OC(C(=O)c1ccc(Cl)cc1)c1ccccc1 (stereo not drawn)	5	2	8	-17	-6	1	7	-3	-5	-12	3
COc1ccccc1CNC(=O)Nc1nc(C(N)CCc2ccccc2)cs1 (stereo not drawn)	-3	0	4	-1	21	/	9	25	3	3	/
Cc1onc(-c2ccccc2)c1C(=O)N1CCN(S(=O)(=O)c2ccc(OC(F)(F)F)cc2)CC1	-2	7	25	-7	1	-1	1	1	-6	7	-6
Cc1nnc(SCC(=O)Nc2ccc(Br)cc2)n(N)c1=O	14	14	-13	46	-11	-8	11	-12	4	3	7
COc1ccc(-n2cnnc2SCC(=O)Nc2ccccc2F)cc1	1	21	-29	-3	10	0	5	-13	-1	-8	-2
CC(=O)N(C)C(c1ccc(N(C)C)cc1)c1nnnn1-c1c(C)cccc1C (stereo not drawn)	11	-1	-30	18	1	4	21	3	-10	3	1
CC1CCCCC1NC(=O)CSc1nc2ccccc2c(=O)n1Cc1ccco1 (stereo not drawn)	11	7	3	-9	0	-1	10	-10	12	-29	2
O=C(CCN1C(=O)c2ccccc2C1=O)Nn1cnnc1	-5	-17	-1	2	7	-14	0	11	-2	1	-11
O=C(O)c1ccc(CNC(=O)c2ccc3c(c2)OCCO3)cc1	10	12	6	18	-16	-23	6	15	-7	17	-10
CN(C)Cc1cccc([N+](=O)[O-])c1O	7	-5	-15	0	-8	-5	0	16	6	8	1
COc1cccc(C2CC(c3ccccc3)=NN2S(=O)(=O)c2ccc(C)cc2)c1OC (stereo not drawn)	16	27	-23	-13	-14	0	-13	-1	-11	11	-1
O=C(c1cccc(-n2cccc2)c1)N1CCN(S(=O)(=O)c2ccc(F)cc2)CC1	0	0	22	1	9	0	-2	-1	-1	4	-7
O=C(O)CCC(=O)NC1CCCCC1	4	-5	15	16	0	0	-6	-21	-5	6	2
COc1ccc(CNC(=O)Cn2c(=O)oc3cc(S(=O)(=O)N4CCCC4)ccc32)cc1	-2	0	12	13	9	3	9	-2	-10	12	-6
CC1Cc2cc(/C(O)=C3/C(=O)C(=O)N(Cc4cccnc4)C3c3cccc(O)c3)ccc2O1 (stereo not drawn)	13	2	-5	-14	1	3	1	-2	-4	5	-8
COc1ccc(NC(C)=O)cc1C	11	-5	-15	6	-1	-1	5	2	5	-6	5
O=C(Cc1cccs1)N/N=C/C=C/c1ccco1	-5	0	-22	7	-13	-17	-10	-11	-7	-14	-6
N#CCCSCc1ccc(OCC(=O)O)cc1	12	-10	0	-1	-8	16	-7	0	-4	-3	-4
CCc1ccc2[nH]c3nc(C)cc(C)c3c(=O)c2c1	-38	-13	-33	-47	-121	-37	-67	-3	-8	-8	4

(list continues)
SMILES	NCOA3 inh	NR2F2 inh	NCOA2 inhibitor	LRH-1 inv ag	TROY NFkB inh	EBV LMP1 NFkB	NCOA1 inh	TRAIL sens C8	NOD2 RIPK2 PPI	TWEAK Fn14 block	TLR9-MyD88 inh
CCOC(=O)Cc1nnc(NC(=O)COc2ccc(F)cc2)s1	10	12	11	-2	4	-2	1	-12	3	1	-8
Cc1cccc(C)c1NC(=O)COC(=O)c1cc(S(=O)(=O)Nc2ccc(Cl)cc2)ccc1O	-21	7	2	-1	6	4	-1	-3	1	-19	0
CCCCCOCC1CC(C/C(C)=N/NC(N)=S)C(=O)O1 (stereo not drawn)	-8	5	-4	21	17	-9	7	-21	5	16	-9
COC(=O)/C(=C/c1cn(C(C)=O)c2ccccc12)[N+](=O)[O-]	13	-28	1	21	-9	/	3	-3	-10	-5	/
CCCn1c(=S)[nH]c2cc(C(=O)N3CCN(C4CCCCC4)CC3)ccc2c1=O	-6	9	-6	-3	-5	-11	6	18	-12	9	-3
CCc1ccc(CNC(=O)CCC(=O)n2ncc3cc(C)ccc32)cc1	-30	-6	-5	-5	3	3	-19	-7	-10	16	-1
Cc1cccc(NS(=O)(=O)c2cccc(C(=O)N3CCCC3)c2)c1	12	2	-10	20	1	-4	-4	3	-4	4	-4
CC/C(=N\NC(=O)c1ccc(CN(C)S(=O)(=O)c2ccc(C)cc2)cc1)c1ccc(OC(F)F)cc1	12	21	-16	15	0	7	2	13	1	9	-5
COc1cc(/C=N/Nc2ccc(Cl)c(C(=O)O)c2)ccc1OC(=O)c1ccc(F)cc1	-10	-27	-11	-14	-24	7	-47	-10	-8	-13	1
Cc1c(-c2ccc(F)cc2)nc(N)c(C#N)c1-c1ccco1	10	1	-13	-37	-11	9	0	-9	15	1	-2

Reformatted in markdown: part of the list above
| molecule | NCOA3 inh | NR2F2 inh | NCOA2 inhibitor | LRH-1 inv ag | TROY NFkB inh | EBV LMP1 NFkB | NCOA1 inh | TRAIL sens C8 | NOD2 RIPK2 PPI | TWEAK Fn14 block | TLR9-MyD88 inh |
| --- | --- | --- | --- | --- | --- | --- | --- | --- | --- | --- | --- |
| CCc1ccc(CNC(=O)CCC(=O)n2ncc3cc(C)ccc32)cc1 | -30 | -6 | -5 | -5 | 3 | 3 | -19 | -7 | -10 | 16 | -1 |
| CCCCCOCC1CC(C/C(C)=N/NC(N)=S)C(=O)O1 (stereo not drawn) | -8 | 5 | -4 | 21 | 17 | -9 | 7 | -21 | 5 | 16 | -9 |

Remaining list, next part.
SMILES	NCOA3 inh	NR2F2 inh	NCOA2 inhibitor	LRH-1 inv ag	TROY NFkB inh	EBV LMP1 NFkB	NCOA1 inh	TRAIL sens C8	NOD2 RIPK2 PPI	TWEAK Fn14 block	TLR9-MyD88 inh
COc1cc(C(=O)NCC2CCCO2)cc(Br)c1OCc1ccccc1 (stereo not drawn)	-11	19	21	10	10	12	-1	28	-2	19	2
Fc1cccc(CN(C2=NCCN2)c2c(Cl)cccc2Cl)c1	12	-7	3	-11	-14	-2	13	-2	-19	-9	7
CS(=O)(=O)N(CC(=O)NCCSCc1ccccc1)c1ccccc1Br	9	4	11	1	6	0	-90	-10	-7	-7	0
CCCCN(CCCC)CCNC(=O)CN1C(=O)COc2ccc(S(=O)(=O)N3CCOCC3)cc21	6	9	-17	14	5	-2	8	3	3	-5	-2
CCOc1ccc(/C=N/NC(=O)c2cc(-c3cccn3C)n[nH]2)cc1	8	-10	-8	-8	-15	16	4	3	10	16	1
COC(=O)c1cn(C(=O)OC)c2ccccc12	-28	10	-4	-5	-2	-8	-14	-1	4	3	-2
CCOC(=O)COc1c(OC)cc(Cl)cc1C1Nc2ccccc2C(=O)N1c1ccc(F)cc1 (stereo not drawn)	-6	22	14	3	-42	10	4	-2	1	4	-5
O=C(NC(=S)Nc1cc([N+](=O)[O-])ccc1Cl)c1ccccc1	-75	-20	-52	-31	-43	-13	-79	-11	-1	-15	5
